PLK1 PBD block – qHTS for Inhibitors of PLK1-PDB (polo-like kinase 1 - polo-box domain): Primary Screen; Potency, µM, without a hit: max response, negative = inhibition, most hits filed as inhibitors; Plk1 PBD binding of FITC phosphopeptide, fluorescence polarization; AID 720504, 2013; 360,000 compounds, 2.8% hits; Serine/threonine-protein kinase PLK1 (Homo sapiens), P53350; further: potency means the concentration at half of the fitted maximal effect; series mostly up to about 57 µM; on the % scale 0 is the no-effect control and ±100 the full control effect; nearly all actives have a fitted effect of over 65% in size
Target sequence (P53350 whole entry, looked up, the tested form may be a part): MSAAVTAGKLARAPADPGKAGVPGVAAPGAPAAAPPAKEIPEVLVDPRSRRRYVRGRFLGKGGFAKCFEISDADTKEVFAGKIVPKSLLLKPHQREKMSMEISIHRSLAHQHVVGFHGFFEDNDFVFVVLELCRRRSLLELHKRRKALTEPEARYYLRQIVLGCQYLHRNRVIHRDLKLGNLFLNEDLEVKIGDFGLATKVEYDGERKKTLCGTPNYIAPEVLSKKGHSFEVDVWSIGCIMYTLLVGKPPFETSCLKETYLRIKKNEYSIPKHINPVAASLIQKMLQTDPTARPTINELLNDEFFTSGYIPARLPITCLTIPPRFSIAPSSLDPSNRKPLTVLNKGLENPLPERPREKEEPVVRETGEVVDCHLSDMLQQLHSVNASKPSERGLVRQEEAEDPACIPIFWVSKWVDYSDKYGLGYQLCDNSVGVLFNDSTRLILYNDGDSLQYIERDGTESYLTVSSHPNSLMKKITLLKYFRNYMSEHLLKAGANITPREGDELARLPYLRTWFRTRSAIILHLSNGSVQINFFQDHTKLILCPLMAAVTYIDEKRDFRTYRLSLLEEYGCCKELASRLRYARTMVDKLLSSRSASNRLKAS
PI5P4Ka inh – qHTS for Inhibitors of phosphatidylinositol 5-phosphate 4-kinase (PI5P4K); Phosphatidylinositol 5-phosphate 4-kinase type-2 alpha (Homo sapiens), P48426; PI5P4Kalpha enzyme, ADP-Glo luminescence, 60 min; stronger effect = lower value; max response, %; 330,000 compounds, 1.2% hits; AID 652105, 2013; active means max response of -50% or lower; inconclusive means between -30% and -50%; inactive means -30% or higher; further: value at the top dose of about 77 µM; on the % scale 0 is the no-effect control and ±100 the full control effect
Target sequence (P48426 whole entry, looked up): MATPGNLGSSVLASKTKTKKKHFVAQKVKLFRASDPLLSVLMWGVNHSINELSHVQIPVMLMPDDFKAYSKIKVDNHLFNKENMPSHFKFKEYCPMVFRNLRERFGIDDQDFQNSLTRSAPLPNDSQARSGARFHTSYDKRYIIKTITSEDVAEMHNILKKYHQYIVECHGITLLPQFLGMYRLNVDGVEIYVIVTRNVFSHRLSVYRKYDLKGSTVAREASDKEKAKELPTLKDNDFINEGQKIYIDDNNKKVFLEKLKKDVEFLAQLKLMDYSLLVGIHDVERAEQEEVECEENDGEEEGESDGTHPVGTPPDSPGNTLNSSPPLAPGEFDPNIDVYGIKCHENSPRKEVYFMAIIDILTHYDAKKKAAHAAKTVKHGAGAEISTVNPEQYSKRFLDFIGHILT
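Single end-point luminescence (ADP-Glo) quantified ADP from PI5P4Kalpha turnover; ATP 5 microM final, 1 h at RT, 0.1% CHAPS and 0.28 mM EGTA in HEPES pH 7.4.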
IL-2 act – qHTS of IL-2 Activators. IL-2 activation reporter assay, cell-based qHTS; stimulated with anti-CD3/CD4/CD28 beads; in transgenic mouse T cells. activation, % (series mostly up to about 46 µM). 360,000 compounds, 0.065% hits. AID 652025, 2013; in the data active means activation above about 50%; inconclusive means mostly about 30% to 49%; further: 0% is about no effect
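Readout: EGFP and DsRed signals by fluorescent plate cytometry. Unstimulated transgenic mouse T cells received compound 60 min before antibody-bead stimulation, then incubated 18 h at 37 degrees C.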
D3 ag – qHTS of D3 Dopamine Receptor Agonist: qHTS; D3R DiscoveRx beta-arrestin cells, luminescence, 90 min; max activation, %; 410,000 compounds, 0.58% hits; AID 652048, 2013; in the data active means max activation above about 30%; further: 0% is about no effect; mostly tested at two doses, the higher about 12 µM
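Agonist-mode cell screen: cells plated at 1500/well and incubated overnight at 37 °C, then exposed to library compounds for 90 min at 37 °C. Detection reagent was added for 30–60 min at room temperature, and luminescence was read.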
WRN helicase inh – qHTS for Inhibitors of WRN Helicase; 360,000 compounds, 0.46% hits; Potency, µM (titrated, usually from 114 µM), without a hit: top-dose activity change, negative = inhibition, usual class: inhibitors; WRN helicase unwinding, fluorescent forked duplex, kinetic; Bifunctional 3'-5' exonuclease/ATP-dependent helicase WRN (Homo sapiens), Q14191; further: potency means the concentration at half of the fitted maximal effect; on the % scale 0 is the no-effect control and ±100 the full control effect; nearly all actives have a fitted effect of over 55% in size
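Enzyme (20 nM final) and test compound sit together 15 min at room temperature before substrate addition. Substrate is a single-forked duplex oligonucleotide (100 nM) labelled with fluorophore and quencher, with 2 mM ATP; helicase unwinding raises red fluorescence, read kinetically.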
GLP-1R agonist – qHTS of GLP-1 Receptor Agonists | Glucagon-like peptide 1 receptor (Homo sapiens), P43220 | HEK293 GLP-1R CRE-luciferase, luminescence, 4-6 h; cells express a hypersensitive GLP-1R form | Potency, µM (top dose mostly 45.6 µM), without a hit: at the top dose activation, hits mostly activators | 380,000 compounds, 0.007% hits; further: potency means the concentration at half of the fitted maximal effect; % of control where 0% means no effect
GLP1R cytotox – qHTS of GLP-1 Receptor Inverse Agonists: Cytotox Screen; HEK293 cAMP-luciferase reporter cells, luminescence, 24 h; Potency, µM (doses to about 38.3 µM), inactives show at the highest dose activity change, negative = inhibition, most hits filed as inhibitors; 410,000 compounds, 0.13% hits;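 further: loss of luciferase light is scored as toxicity; potency means the concentration at half of the fitted maximal effect; on the % scale 0 is the no-effect control and ±100 the full control effect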
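1536-well qHTS counterscreen of the MLSMR; 200 cells/uL, 12 h pre-incubation, 23 nL cpd, 24 h at 37 deg C 5% CO2, luciferase detection reagent, 12 min RT, luminescence. Inhibition = undesired.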
GLP-1R inv ag – qHTS of GLP-1 Receptor Inverse Agonists (Inhibition Mode). 410,000 compounds, 1.6% hits. Potency, µM (top dose mostly 38.3 µM), for inactives: at the highest dose activity change, negative = inhibition, hits mostly inhibitors. HEK293 GLP-1R CRE-luciferase, luminescence, 24 h; GLP-1R form is constitutively active; further: potency means the concentration at half of the fitted maximal effect; on the % scale 0 is the no-effect control and ±100 the full control effect; nearly all actives have a fitted effect of over 55% in size
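Cells are plated, allowed 12 hours at 37 deg C, then treated with compounds for 24 hr before luciferase detection reagent is added and luminescence is read after 12 min at room temperature. The HEK293 line carries constitutively active GLP-1R with a cAMP-responsive reporter.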
DRD3 antagonist – qHTS of D3 Dopamine Receptor Antagonist: qHTS | D(3) dopamine receptor (Homo sapiens), P35462 | D3R cells, DiscoveRx beta-arrestin luminescence, antagonist mode; stronger effect = lower value | max response, negative = inhibition, % | 360,000 compounds, 2.5% hits | AID 652054, 2013; in the data active means max response below about -50%; inconclusive means no clear call, values can overlap the other calls; further: on the % scale 0 is the no-effect control and ±100 the full control effect; mostly tested at two doses, the higher about 12 µM
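Cells expressing the human receptor were seeded at 1500 cells/well, incubated overnight at 37 degrees C in 5% CO2, then exposed to library compounds with dopamine controls for 90 minutes at 37 degrees C before luminescent detection.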
* marks the source's active call; other numbers are inactive results; ? = inconclusive; . = no result given; [ ] = another dose, or the depositor's remark. Unless noted, the call rests on the fitted dose curve; in most records, active means well fitted curve in the direction sought with a large enough effect; inconclusive means small, poorly fitted or top-dose-only effect, or another doubt; inactive means no such curve, though single readings can be large; an effect the other way counts as inactive or inconclusive. The order is random; 7.8% or so of the library scored in one or more.

Molecule	PLK1 PBD block	PI5P4Ka inh	IL-2 act	D3 ag	WRN helicase inh	GLP-1R agonist	GLP1R cytotox	GLP-1R inv ag	DRD3 antagonist
CCOC(=O)c1sc(C)c2c1NC(c1ccc(N(C)C)cc1)NC2=O (stereo not given)	-11%	9	-1.9	5	2%	20%	15%	14%	6
Cc1ccc2nc(SCC(=O)Nc3cccnc3Cl)[nH]c2c1	-5%	8	-1.3	-5	-16%	28%	11%	30%	-11
CN(C)S(=O)(=O)NCCNc1ccc(C(F)(F)F)cc1[N+](=O)[O-]	-12%	2	0.9	3	7%	0%	-13%	?	-8
COc1ccc(-c2cc(C(=O)Nc3c(C)nn(Cc4ccccc4)c3C)no2)cc1	-6%	.	-1.9	-11	-10%	-14%	-21%	-3%	47
Nc1ncc(Br)cc1Br	-9%	8	-1.0	7	-3%	-3%	-3%	-6%	7
CN(C)c1ccc(/C=C(\C#N)c2ccccn2)cc1	1%	-21	-1.4	-9	10%	-26%	27%	?	-7
O=C(NCCN1CCCCC1)Nc1cccc(F)c1	-7%	2	-3.7	-22	8%	4%	-11%	7%	0
COc1ccc(O)c(CN2CCCC(N3CCN(c4ccc(F)cc4)CC3)C2)c1 (stereo not given)	1%	-1	-0.1	-22	1%	3%	7%	-23%	-18
O=C(CN1CCCCC1)NCC1(c2ccccc2)CCCC1	3%	-3	-3.0	-6	-1%	3%	2%	?	3
Cc1ccn2c(=O)nc(SCC(=O)Nc3ccc4c(c3)OCO4)nc2c1	-2%	?	-0.2	-13	-35%	14%	-19%	-18%	-29
CC(C)CNC(=O)NC(=O)COC(=O)c1cc(F)cc(F)c1	-2%	-2	-0.6	1	12%	-1%	1%	2%	10
CCN(CC)S(=O)(=O)c1cc(NC(=S)NC(=O)C2CCCC2)ccc1C	-26%	2	-0.8	2	-8%	-7%	-11%	?	-15
O=C(CCl)Nc1ccc(Sc2ccc(NC(=O)CCl)cc2)cc1	-17%	6	-0.8	-2	-34%	-12%	?	?	-60*
CNC(=O)c1nc(C)c(C2(C)CC(c3cccc([N+](=O)[O-])c3)=NO2)s1 (stereo not given)	-10%	-3	-0.2	20	6%	-2%	5%	17%	-7
CCN(C(=O)CSc1n[nH]c(-c2cc(Cl)ccc2OC)n1)C1CCS(=O)(=O)C1 (stereo not given)	-16%	-2	-4.1	1	-8%	0%	-15%	-3%	16
Cc1cccc(NC(=O)/C(C#N)=C/c2ccc(F)cc2)n1	-11%	5	0.8	-24	-4%	-6%	14%	12%	-5
CC(C)C(NC(=O)c1ccco1)C(=O)NCc1ccc(C(=O)O)cc1 (stereo not given)	4%	3	-1.8	21	4%	4%	0%	4%	10
O=C(Nc1ccc(Oc2ncnc3cc(Cl)ccc23)nc1)c1cccs1	0%	-14	2.3	3	12%	-7%	2%	7%	-6
CCn1c(=O)c2cc(C(=O)N3CCN(C)CC3)sc2c2ccccc21	-7%	4	-3.0	-2	1%	28%	-1%	35%[activator]	1
Nc1ccccc1C(=O)NNc1c2ccccc2nc2ccccc12	1%	-9	0.5	-14	-16%	0%	?	?	?
CC(=O)N1CCN(C(=O)CCN(c2ccccc2)S(=O)(=O)c2ccc(C)cc2)CC1	-11%	0	-1.5	0	-9%	11%	-3%	8%	-5
O=C(CNC(=O)c1ccccc1F)Nc1ccc2c(c1)CCC2	1%	-4	-0.4	4	9%	-24%	-24%	1%	-7
O=C(Nc1ccc(Nc2ccccc2)cc1)C1CC1	-1%	-2	2.2	-1	-3%	-3%	-20%	-18%	-12
Cc1ccc(S(=O)(=O)Nc2cc(C)c(O)cc2C)cc1	-1%	7	2.4	0	0%	17%	3%	-25%	-4
CCOC(=O)CSc1nc(C(C)C)nc2sc(C)c(C)c12	-5%	2	0.2	17	-5%	30%	4%	-15%	19
Cc1ccc(-n2nc3c(c2NC(=O)/C=C\c2ccc4c(c2)OCO4)CSC3)c(C)c1	-7%	-30	-2.5	1	-11%	-6%	3%	?	-23
Cc1ccc(NC2CCCN(C(=O)c3ccc(-n4ccnc4)cc3)C2)cc1C (stereo not given)	-13%	3	-0.7	-6	-18%	2%	15%	1%	-16
COc1nc(N(C)C)nc(N(C#N)S(=O)(=O)c2ccc(C)cc2)n1	-4%	-1	-0.2	-8	0%[57.1 µM]	-4%	8%	25%	-1
O=C(Nc1ccc(-n2nncc2-c2ccco2)cc1)c1cc2ccccc2oc1=O	-8%	.	-1.3	3	50µM*	2%	-8%	-8%	31
COc1ccc(NC(=O)CNC(=O)Cc2ccccc2)cc1	-5%	-2	0.4	5	12%	14%	-1%	-2%	2

The closing two entries of the section above are carried over, then new ones follow:
Molecule	PLK1 PBD block	PI5P4Ka inh	IL-2 act	D3 ag	WRN helicase inh	GLP-1R agonist	GLP1R cytotox	GLP-1R inv ag	DRD3 antagonist
O=C(Nc1ccc(-n2nncc2-c2ccco2)cc1)c1cc2ccccc2oc1=O	-8%	.	-1.3	3	50µM*	2%	-8%	-8%	31
COc1ccc(NC(=O)CNC(=O)Cc2ccccc2)cc1	-5%	-2	0.4	5	12%	14%	-1%	-2%	2
Cc1cc(/C=C2\C(=N)N3N=C(CC(=O)N4CCOCC4)SC3=NC2=O)c(C)n1-c1ccccc1	-12%	-3	1.1	-4	-11%	3%	-23%	3%	-24
CCN(C(=O)c1ccc2c(SCC(=O)O)c3c(nc2c1)CCC3)c1cc(Cl)ccc1OC	-12%	-5	0.6	-3	-3%	-4%	0%	-18%	6
COc1ccc(Cl)cc1NC(=O)Cn1c(=O)oc2ccccc21	-6%	0	-2.8	1	-4%	0%	5%	3%	-1
O=C(N/N=C/c1cc(Cl)c(O)c(Cl)c1)c1cc2c(ccc3ccccc32)o1	24µM*	-77*	-0.2	-7	?	-1%	139%[activator]	56%[activator]	3
CCN1C(=O)C(O)(C2COC(C)(C)CC2=O)c2ccccc21 (stereo not given)	3%	0	-1.7	-3	3%	-2%	-11%	2%	-23
COc1ccc(Cl)cc1NC(=O)C[n+]1ccccc1	-9%	0	0.0	-13	-12%	-7%	4%	1%	10
O=C(NC1CCCCCC1)c1cc(S(=O)(=O)N2CCCCC2)ccc1N1CCOCC1	-3%	2	-0.1	6	0%	14%	-6%	24%	2
COc1ccc(OC)c(S(=O)(=O)N2CCC(C(=O)NC3CCCCC3)CC2)c1	0%	-3	-0.1	-9	1%	3%	2%	3%	8
Clc1cccc(-c2cc3nc(NCCOc4ccccc4)ccn3n2)c1	-7%	18	-0.3	14	3%	9%	8%	2%	-13
COc1ccc(Cl)cc1NC(=O)C(C)N1CCN(c2ccccn2)CC1 (stereo not given)	-6%	5	-0.9	1	-1%	-4%	4%	?	-19
Cc1c(NC(=O)c2cc(S(=O)(=O)N3CCCCC3)ccc2Cl)c(=O)n(-c2ccccc2)n1C	2%	3	-0.7	8	7%	14%	2%	?	-8
CS(=O)(=O)N1Cc2ccccc2CC1C(=O)Nc1ccccc1C(N)=O (stereo not given)	1%	12	-0.5	0	-13%	?	-21%	20%	7
CCc1noc(C)c1C(=O)N1CCN(S(=O)(=O)c2c(C)cc(C)cc2C)CC1	3%	2	1.9	-10	4%	5%	-3%	-11%	16
CCC(=O)N1CCc2cc(S(=O)(=O)N3CCN(c4ccccc4Cl)CC3)ccc21	-7%	-2	-1.2	3	3%	0%	1%	0%	11
Cc1cc(NCCO)c2cc(O)ccc2n1	-5%	.	-2.5	0	7%	4%	127%[activator]	18%	-6
CO/N=C(/CS(=O)(=O)Cc1ccccc1Cl)c1ccc(Cl)cc1Cl	-6%	.	-1.0	1	-9%	10%	1%	-11%	-5
CC(C)(C)C(=O)NC1CC(=O)N(c2ccc3c(c2)OCCO3)C1 (stereo not given)	.	.	.	1	.	0%	-4%	14%	.
CCc1cccc(NC(=O)c2ccc(CNc3c(N4CCCC4)c(=O)c3=O)cc2)c1	-6%	-1	-1.9	-10	-1%	3%	1%	-6%	-1
CCOc1ccc(C(=O)NC(C(=O)NCCc2ccc(S(N)(=O)=O)cc2)C(C)C)cc1 (stereo not given)	?	2	-1.3	2	8%	4%	11%	17%	5
COc1ccc2cc(C(=O)/C=C/c3cc(OC)c(O)c(OC)c3)ccc2c1	1%	-16	1.7	5	-8%	18%	-4%	14%	-29
CN(c1ccccc1)S(=O)(=O)c1cccc(NC(=O)CSc2nncn2C)c1	1%	-10	-0.1	-4	12%	-1%	0%	1%	14
O=C(/C=C/c1ccco1)NC(=S)Nc1cccc(-c2nc3ccccc3o2)c1	-25%	-64*	0.9	-4	50µM*	-8%	10%	?	-20
